# Source: PubChem
# PRC2 inh: EZH2/PRC2 methyltransferase inhibitors, primary screen, biochemical, DELFIA time-resolved fluorescence, single point; PRC2 H3K27 methylation, DELFIA TRF, 1 h; inhibition, % at 12.5 µM; 57,000 compounds, 0.35% hits; Histone-lysine N-methyltransferase EZH2 (Homo sapiens), Q15910;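 active = mean inhibition of replicates at least 50% and every single replicate also reaching 50%; inconclusive = mean inhibition at least 50% but some replicate falls below 50%; inactive = mean inhibition under 50%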;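 note: dimethyl H3K27 on biotinylated H3 21-44 peptide detected by antibody; plate controls were median neutral control wells for no effect and median positive control wells for full effect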
# Target sequence (Q15910 whole entry, looked up): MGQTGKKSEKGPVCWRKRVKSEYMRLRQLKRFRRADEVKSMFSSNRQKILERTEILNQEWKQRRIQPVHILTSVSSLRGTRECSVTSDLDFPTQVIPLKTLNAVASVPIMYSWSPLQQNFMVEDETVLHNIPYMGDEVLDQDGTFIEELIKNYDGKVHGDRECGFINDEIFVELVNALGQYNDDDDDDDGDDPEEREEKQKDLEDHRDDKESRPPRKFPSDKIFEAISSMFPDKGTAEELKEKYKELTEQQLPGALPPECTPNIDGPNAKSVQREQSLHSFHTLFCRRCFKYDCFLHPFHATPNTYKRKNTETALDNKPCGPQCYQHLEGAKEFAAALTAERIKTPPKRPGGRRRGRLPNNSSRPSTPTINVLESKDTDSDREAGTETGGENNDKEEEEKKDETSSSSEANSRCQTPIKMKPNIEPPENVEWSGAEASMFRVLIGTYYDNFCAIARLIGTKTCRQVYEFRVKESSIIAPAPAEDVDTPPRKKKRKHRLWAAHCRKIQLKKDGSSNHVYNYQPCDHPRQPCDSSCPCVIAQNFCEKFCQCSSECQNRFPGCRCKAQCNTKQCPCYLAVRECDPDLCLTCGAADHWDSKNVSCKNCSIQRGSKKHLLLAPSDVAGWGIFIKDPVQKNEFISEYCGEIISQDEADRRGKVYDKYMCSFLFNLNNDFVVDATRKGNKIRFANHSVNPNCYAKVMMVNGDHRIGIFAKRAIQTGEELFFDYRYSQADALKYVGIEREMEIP
# IDH1 mut inh: inhibitors of IDH1 R132H reductase, primary screen, biochemical, plate reader, single point; 70,000 compounds, 0.18% hits; inhibition, % at 10 µM; Isocitrate dehydrogenase [NADP] cytoplasmic (Homo sapiens), O75874; AID 624101, 2012; diaphorase/resazurin fluorescence, 60 min; in the data active = inhibition above about 34%; inconclusive = no clear call, values can overlap the other calls; inactive = below about 11%;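 note: 0% = DMSO and 100% = no enzyme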
# Numbers without * were called inactive; ? = inconclusive; . = no result given; & = joins results of further samples.
SMILES,PRC2 inh,IDH1 mut inh
CCCNC(=O)Nc1ccc2c(c1)OC[C@@H](C)N(Cc1cncnc1)C[C@H](C)[C@H](OC)CN(C)C2=O,0,0.0
O=C(NCC[C@H]1CC[C@@H](NC(=O)C2CCCC2)[C@H](CO)O1)c1ccc(F)cc1,-1,0.0
COc1cccc(NC(=O)CSc2nc(N)c(-c3ccccc3)c(=O)[nH]2)c1,.,-0.1
C[C@@H]1CN([C@@H](C)CO)C(=O)c2cc(NC(=O)Nc3ccc4c(c3)OCO4)ccc2O[C@@H](C)CCCCO[C@@H]1CN(C)CC1CCCCC1,.,1.1
O=C(NC(=S)Nc1ccc(S(=O)(=O)Nc2nccs2)cc1)c1ccc(Br)o1,25,0.1
C[C@@H]1CN([C@H](C)CO)C(=O)Cc2cc(NC(=O)Nc3ccccc3)ccc2O[C@H]1CN(C)Cc1ccc(C(F)(F)F)cc1,.,0.0
C[C@@H]1CN([C@@H](C)CO)C(=O)c2cccc(NC(=O)C3CCCCC3)c2O[C@@H]1CN(C)S(=O)(=O)c1ccc(F)cc1,.,-3.9
COc1ccccc1NC(=O)N[C@@H]1CC[C@@H](CCNC(=O)Cc2ccccn2)O[C@@H]1CO,0,0.0
C[C@@H]1CN([C@H](C)CO)C(=O)CCCn2cc(nn2)CO[C@@H]1CN(C)Cc1cccnc1,-3,.
CCc1cccc2c(C#N)cn(CC(=O)NCC3CCCO3)c12 (stereo not given),1,0.4
Cc1ccc(-c2nc3ccccc3s2)cc1NC(=O)COc1ccccc1,34,0.0
CS(=O)(=O)Nc1ccc2c(c1)[C@@H]1C[C@@H](CC(=O)NCc3ccccn3)O[C@@H](CO)[C@@H]1O2,-1,-0.4
CN(C)C(=O)C[C@H]1CC[C@@H](NS(=O)(=O)c2ccccc2)[C@H](CO)O1,-5,-0.6
C/C=C/c1cnc2c(c1)C(=O)N([C@@H](C)CO)C[C@@H](C)[C@@H](CN(C)Cc1cccc(C(=O)O)c1)O2,6,-0.2
CCCNC(=O)Nc1ccc2c(c1)C(=O)N(C)C[C@@H](OC)[C@@H](C)CN(C(=O)C1CC1)[C@@H](C)CO2,0,0.2
O=C(C[C@@H]1C[C@@H]2c3cc(NS(=O)(=O)c4ccc(F)cc4)ccc3O[C@@H]2[C@@H](CO)O1)N1CCc2ccccc2C1,-1,0.1
CC(C)C#Cc1ccc2c(c1)O[C@H](CN(C)C(=O)NC(C)C)[C@H](C)CN([C@@H](C)CO)S2(=O)=O,.,-0.7
CC(C)(C)OC(=O)Nc1ccc(/C=N/NC(=O)c2ccc(C(=O)NO)cc2)cc1,10,.
C[C@@H]1CN([C@@H](C)CO)C(=O)Cc2cc(NC(=O)c3ccncc3)ccc2O[C@@H]1CN(C)Cc1ccc(Oc2ccccc2)cc1,-31,.
C[C@H](CO)N1C[C@H](C)[C@H](CN(C)C(=O)Nc2ccc(F)cc2)Oc2ccc(NC(=O)Nc3cccc4ccccc34)cc2CC1=O,.,2.4
CCS(=O)(=O)Nc1ccc2c(c1)C(=O)N(C)C[C@H](OC)[C@@H](C)CN(CC1CCCC1)[C@H](C)CO2,-6,.
C[C@H]1CN([C@@H](C)CO)C(=O)c2ccccc2-c2ccccc2CO[C@H]1CN(C)C(=O)c1ccncc1,-2,-0.6
CNC[C@@H]1OCCCC[C@H](C)Oc2ccc(NS(=O)(=O)c3ccc(Cl)cc3)cc2C(=O)N([C@H](C)CO)C[C@@H]1C,-13,3.7
C[C@H](CO)N1C[C@H](C)[C@@H](CN(C)C(=O)Nc2ccccc2F)Oc2ncc(-c3cccc(F)c3)cc2C1=O,.,0.1
COc1cccc(CNC(=O)C[C@H]2CC[C@@H](NC(C)=O)[C@H](CO)O2)c1,9,0.3
CCn1c2ccccc2n2c(SCC(=O)Nc3ccc(Cl)cc3)nnc12,-12,-0.7
O=C(CCCCCCC(=O)Nc1ccccc1O)N/N=C/c1cc(Br)cc(Br)c1O,-17,-0.6
O=C(C[C@@H]1C[C@H]2c3cc(NC(=O)NC4CCCCC4)ccc3O[C@H]2[C@H](CO)O1)NCc1ccccn1,17,102*
O=C(CN1CCOCC1)NCC[C@H]1CC[C@H](NC(=O)c2ccc3c(c2)OCO3)[C@@H](CO)O1,-8,-0.2
C[C@@H]1CN([C@@H](C)CO)C(=O)Cc2cc(NC(=O)Nc3ccccc3)ccc2O[C@@H]1CN(C)C,13,-0.4

# The closing two compounds of the part above are carried over, then new ones follow:
SMILES,PRC2 inh,IDH1 mut inh
O=C(CN1CCOCC1)NCC[C@H]1CC[C@H](NC(=O)c2ccc3c(c2)OCO3)[C@@H](CO)O1,-8,-0.2
C[C@@H]1CN([C@@H](C)CO)C(=O)Cc2cc(NC(=O)Nc3ccccc3)ccc2O[C@@H]1CN(C)C,13,-0.4
CO[C@H]1CN(C)C(=O)c2cc(NS(=O)(=O)c3ccc(Cl)cc3)ccc2OC[C@H](C)N(C)C[C@H]1C,8,-0.2
CC(C)CC#Cc1ccc2c(c1)O[C@H](CN(C)C(=O)c1cccnc1)[C@H](C)CN([C@@H](C)CO)S2(=O)=O,0,11
O=C(C[C@H]1CC[C@H](NS(=O)(=O)c2cccc(F)c2)[C@H](CO)O1)NCc1ccc2c(c1)OCO2,6,0.2
COc1ccc(CN(C)C[C@@H]2Oc3ccc(NC(=O)Nc4c(C)noc4C)cc3C(=O)N([C@@H](C)CO)C[C@H]2C)cc1,3,2.2
C[C@H](CO)N1C[C@H](C)[C@H](CN(C)S(=O)(=O)c2cn(C)cn2)Oc2ncc(/C=C/c3ccccc3)cc2C1=O,3,-1.7&-8.6
CC(C)NC(=O)N(C)C[C@H]1Oc2ccc(NC(=O)C3CCCCC3)cc2CC(=O)N([C@@H](C)CO)C[C@@H]1C,9,0.0
COc1ccc(C#Cc2ccc3c(c2)[C@]2(C(=O)N3)[C@H](C(=O)N3CCCCCCC3)[C@H]3C(=O)O[C@H](c4ccccc4)[C@H](c4ccccc4)N3[C@@H]2c2ccc(O)cc2)cc1,-11,.
Cc1ccc(S(=O)(=O)NCC[C@@H]2CC[C@@H](NC(=O)Nc3cccc(F)c3)[C@H](CO)O2)cc1,18,-0.2
Cc1cc(N(CC(N)=O)S(C)(=O)=O)ccc1Br,8,-0.1
C[C@@H]1CN([C@H](C)CO)C(=O)c2cc(NC(=O)CCCCCC(=O)Nc3ccccc3N)ccc2O[C@@H]1CN(C)C(=O)Nc1ccc(F)cc1,-10,-0.4
Cc1cc(C)c(OCC(=O)Nc2cccc(NC(=O)c3ccccc3C)c2)c(Br)c1,3,-0.1
C[C@@H]1CN([C@H](C)CO)C(=O)c2cc(-c3ccc(F)cc3)cnc2O[C@H]1CN(C)Cc1cccnc1,-9,-0.3
C[C@@H]1CN([C@@H](C)CO)C(=O)c2cccc(N(C)C)c2O[C@H]1CN(C)C(=O)Nc1cccc2ccccc12,2,-0.9
C[C@@H]1CN([C@H](C)CO)C(=O)Cc2cc(NS(=O)(=O)c3ccccc3)ccc2O[C@@H]1CN(C)C(=O)Nc1cccc2ccccc12,.,-0.1
C[C@@H]1CN([C@@H](C)CO)S(=O)(=O)c2ccc(-c3cncnc3)cc2O[C@@H]1CN(C)Cc1cncnc1,.,0.1
C[C@@H]1CN([C@@H](C)CO)S(=O)(=O)c2ccc(-c3cncnc3)cc2O[C@H]1CN(C)Cc1ccccc1,-6,-3.2
Cc1ccc(-c2nc(SC(CC(=O)O)c3ccccc3)n[nH]2)cc1 (stereo not given),2,-0.6
CCCC#Cc1ccc2c(c1)O[C@H](CN(C)C(=O)c1ccccc1)[C@@H](C)CN([C@H](C)CO)S2(=O)=O,-3,-1.7
C[C@H]1CN([C@@H](C)CO)S(=O)(=O)c2ccc(-c3cccnc3)cc2O[C@H]1CN(C)C(=O)C1CCC1,6,-5.9
COc1ccc(C)cc1N(CC(=O)Nc1ccccc1C(F)(F)F)S(C)(=O)=O,-2,-0.2
C[C@@H]1CN([C@H](C)CO)C(=O)c2cccc(NS(=O)(=O)c3cccs3)c2O[C@@H]1CN(C)CC1CC1,1,0.8
C[C@H](CO)N1C[C@H](C)[C@H](CN(C)C(=O)Nc2ccc(F)cc2)Oc2ncc(-c3ccc(F)cc3)cc2C1=O,-19&-12,-1.5&-0.1
CCCN1C[C@@H](C)[C@@H](OC)CN(C)C(=O)c2ccc(NS(=O)(=O)c3cn(C)cn3)cc2OC[C@@H]1C,1,0.1
O=C(N/N=C/c1cc(O)ccc1[N+](=O)[O-])c1ccccc1O,-1,.
O=C(NCC[C@H]1CC[C@@H](NS(=O)(=O)c2cccc(F)c2)[C@H](CO)O1)C1CCCC1,-10,-0.3
Cc1cc(C)c(NC(=O)CSc2nnc(-c3ccncc3)n2-c2ccc(F)cc2)c(C)c1,-5,-0.3
CNC[C@@H]1Oc2ccc(NC(=O)NC(C)C)cc2C(=O)N([C@@H](C)CO)C[C@H]1C,-7,.
Cc1c(Cl)cccc1NC(=O)COc1cc(O)c2c(=O)cc(-c3ccccc3)oc2c1,-8,0.2
C[C@@H]1CN([C@@H](C)CO)C(=O)c2cc(NS(=O)(=O)c3ccccc3)ccc2O[C@H]1CN(C)C(=O)Nc1ccccc1,-2,0.1
C[C@@H]1CN([C@@H](C)CO)C(=O)c2cccc(NC(=O)C3CC3)c2O[C@H]1CN(C)C,6,1.7
C[C@H]1CN([C@@H](C)CO)C(=O)c2cccc(NS(=O)(=O)c3ccc(Cl)cc3)c2O[C@@H]1CN(C)C(=O)Nc1ccc(C(F)(F)F)cc1,.,-1.3
CC(=O)Nc1ccccc1NC(=O)COc1ccc(Br)cc1Cl,4,0.0
Cc1noc(C)c1NC(=O)N(C)C[C@@H]1Oc2ccc(NC(=O)NC3CCCCC3)cc2C(=O)N([C@@H](C)CO)C[C@@H]1C,.,3.6
C[C@H](CO)N1C[C@H](C)[C@H](CN(C)Cc2ccncc2)Oc2c(NC(=O)Nc3ccc(C(F)(F)F)cc3)cccc2C1=O,.,3.5
O=C(C[C@H]1C=C[C@H](NS(=O)(=O)c2ccccc2)[C@H](CO)O1)NCc1ccccc1F,-12,0.3
C[C@@H]1CN([C@H](C)CO)C(=O)c2cccc(NC(=O)c3nc4ccccc4s3)c2O[C@@H]1CN(C)C(=O)Nc1cccc2ccccc12,.,3.2
CCCN(C)C[C@H]1OCCCC[C@H](C)Oc2ccc(NS(=O)(=O)c3ccccc3)cc2C(=O)N([C@H](C)CO)C[C@H]1C,0,.
COc1cccc(C#Cc2ccc3c(c2)O[C@@H](CN(C)S(=O)(=O)c2ccccc2F)[C@H](C)CN([C@H](C)CO)S3(=O)=O)c1,-5,-1.0
COc1cc(NC(=O)Cn2nc(C(F)(F)F)c(Br)c2C)cc([N+](=O)[O-])c1,-10,0.2
C[C@H](CO)N1C[C@H](C)[C@@H](CN(C)C(=O)Nc2cccc3ccccc23)OCCCC[C@H](C)Oc2ccc(NC(=O)CCCN(C)C)cc2C1=O,.,-1.0
C[C@@H]1CN([C@@H](C)CO)C(=O)c2cc(NC(=O)C3CCCCC3)ccc2O[C@@H]1CN(C)S(=O)(=O)c1cn(C)cn1,.,-0.3
COc1ccc(CN(C)C[C@@H]2Oc3ccc(NC(=O)C4CC4)cc3CC(=O)N([C@@H](C)CO)C[C@H]2C)cc1,.,2.3
COc1ccccc1NC(=O)Cn1c(=O)oc2ccccc21,.,-0.7
C[C@@H]1CN([C@H](C)CO)C(=O)c2cc(/C=C/c3ccccc3)cnc2O[C@H]1CN(C)C,-5,-1.4
COc1ccc(/C=N/NC(=O)c2ccccc2O)c(OC)c1,0,0.4

# Two records drawn at random from those above, as already listed:
SMILES,PRC2 inh,IDH1 mut inh
C[C@H]1CN([C@@H](C)CO)C(=O)c2cccc(NS(=O)(=O)c3ccc(Cl)cc3)c2O[C@@H]1CN(C)C(=O)Nc1ccc(C(F)(F)F)cc1,.,-1.3
COc1cccc(C#Cc2ccc3c(c2)O[C@@H](CN(C)S(=O)(=O)c2ccccc2F)[C@H](C)CN([C@H](C)CO)S3(=O)=O)c1,-5,-1.0

# More structures follow:
SMILES,PRC2 inh,IDH1 mut inh
C[C@@H]1CN([C@@H](C)CO)C(=O)Cc2cc(NC(=O)Cn3cnnn3)ccc2O[C@@H]1CN(C)C(=O)Nc1cccc2ccccc12,.,1.5
Cc1ccccc1-n1nnnc1C(c1ccccc1)N(C)Cc1cccc([N+](=O)[O-])c1 (stereo not given),17,?
O=C(NCC[C@@H]1CC[C@@H](NC(=O)C2CCC2)[C@@H](CO)O1)c1cc(Cl)cc(Cl)c1,-2,-0.2
C[C@H](CO)N1C[C@H](C)[C@@H](CN(C)C(=O)CN(C)C)Oc2cc(C3=CCCC3)ccc2S1(=O)=O,-20,.
O=C(O)C1=C[C@@H](c2ccc3c(c2)Cc2ccccc2-3)C[C@@H](OCc2ccc(CO)cc2)O1,6,-0.2
CO[C@H]1CN(C)C(=O)c2cc(NS(=O)(=O)c3cccc(F)c3)ccc2OC[C@@H](C)N(C(=O)Cc2cccnc2)C[C@H]1C,3,-0.2
CCCC#Cc1ccc2c(c1)O[C@H](CN(C)CC1CC1)[C@H](C)CN([C@H](C)CO)S2(=O)=O,-13,-1.0

# 2 of these compounds, set out differently.
> CO[C@H]1CN(C)C(=O)c2cc(NS(=O)(=O)c3cccc(F)c3)ccc2OC[C@@H](C)N(C(=O)Cc2cccnc2)C[C@H]1C
- PRC2 inh: 3
- IDH1 mut inh: -0.2

> CCCC#Cc1ccc2c(c1)O[C@H](CN(C)CC1CC1)[C@H](C)CN([C@H](C)CO)S2(=O)=O
- PRC2 inh: -13
- IDH1 mut inh: -1.0

# The list is partial; rates above refer to the full screens.
